AMA1-RON2 inh: inhibitors of Plasmodium falciparum AMA1-RON2 interaction; AID 720542; Potency, µM (doses to about 58.2 µM), for inactives: top-dose activity change, negative = inhibition, usual class: inhibitors; actives 0.2% (n = 360,000); AlphaScreen AMA1-biotinylated RON2 peptide binding;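 note: potency is the fitted concentration of half-maximal effect; 0% = vehicle wells and -100% = peptide control; nearly all actives have a fitted effect of over 45% in size; some results filed as inactive show a strong effect at the top dose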
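AMA1 (3D7) with his tag at 25 nM final met compounds first, then biotinylated RON2 peptide at 25 nM; detection used donor plus acceptor beads, 10 µg/mL apiece, read by AlphaScreen after 30 min at room temperature.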
HCMV antiviral: human cytomegalovirus inhibition. HFF cells, HCMV-luciferase reporter, 72 h; hits give low values. activity change, negative = inhibition, % at 57.5 µM. actives 4.5% (n = 410,000). AID 1259415; in the data active = activity change below about -60%; inconclusive = no clear call, values can overlap the other calls; inactive = above about -39%
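Compounds were evaluated in HFFs infected with an HCMV luciferase reporter virus (MOI 1 PFU/cell). Luciferase in lysates collected 72 h post infection served as the replication measure.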
Tb PYK inh: inhibitors of Trypanosoma brucei pyruvate kinase; Q57TT1; Potency, µM (doses to about 76.8 µM), without a hit: top-dose activity, negative = inhibition, actives largely listed as inhibitors; TbPYK enzyme, Kinase-Glo Plus ATP luminescence, 45 min; actives 0.12% (n = 410,000); AID 624173; note: potency is the fitted concentration of half-maximal effect; nearly all actives have a fitted effect of over 50% in size
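Readout: single end-point luminescence (Kinase-Glo Plus, 10 min). Reaction conditions were TbPYK/substrate plus 130 uM ADP, 45 min at RT, pH 7.2 TEA buffer. No-enzyme wells served as controls, and data were normalized before concentration-response fitting.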
HCV inhibitor: blocks hepatitis C virus; Huh7.5.1 HCVcc-Cre infection, luciferase reporter, 44 h; Potency, µM (titrated, usually from 41.8 µM), without a hit: at the highest dose activity change, negative = inhibition, usual class: inhibitors; actives 3.4% (n = 340,000); note: potency is the fitted concentration of half-maximal effect
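Cells seeded at 1,000/well and cultured 4 h, then compounds added followed by HCVcc-Cre virus (~0.5 moi). After 44 h further culture, luciferase substrate was added, plates held 15 min at room temperature, and luminescence read for 15 sec.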
AmpC inh detg: blocks E. coli AmpC beta-lactamase in detergent assay; P00811; AmpC hydrolysis of nitrocefin, absorbance 480 nm, 0.01% Triton; Potency, µM (highest dose often 114 µM), without a hit: top-dose activity change, negative = inhibition, hits mostly inhibitors; actives 0.041% (n = 370,000); AID 485294;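 note: potency is the fitted concentration of half-maximal effect; 0% = no-compound wells and -100% = no-enzyme wells; nearly all actives have a fitted effect of over 25% in size; some results filed as inactive show a strong effect at the top dose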
Target sequence (P00811 whole entry, looked up): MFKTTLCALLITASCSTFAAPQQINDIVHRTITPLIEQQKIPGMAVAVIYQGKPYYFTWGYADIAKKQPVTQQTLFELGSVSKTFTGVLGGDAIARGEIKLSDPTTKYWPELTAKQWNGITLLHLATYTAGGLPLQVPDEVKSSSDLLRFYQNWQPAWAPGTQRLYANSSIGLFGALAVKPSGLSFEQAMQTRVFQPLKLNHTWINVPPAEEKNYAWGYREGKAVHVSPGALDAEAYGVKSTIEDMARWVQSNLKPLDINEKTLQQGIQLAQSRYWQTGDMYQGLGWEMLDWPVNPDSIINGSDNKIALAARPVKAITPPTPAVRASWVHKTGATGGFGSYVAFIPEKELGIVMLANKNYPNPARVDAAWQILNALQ
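AmpC (5.3 nM in the dispensed reagent) in 20 mM phosphate pH 7.0 with 0.01% (detergent screen) or 0.0001% Triton X-100 was preincubated with compounds for 15 min at room temperature. Nitrocefin was then added from an 800 uM solution, and hydrolysis was followed at 480 nm.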
LmPK inh: LmPK (Leishmania mexicana) enzyme inhibition | Q27686 | actives 0.37% (n = 290,000) | Potency, µM (series often up to 57.5 µM), inactives show at the highest dose activity change, negative = inhibition, actives largely listed as inhibitors | purified LmPK, Kinase-Glo ATP luminescence, 1 h; note: potency is the fitted concentration of half-maximal effect
Target sequence (Q27686 whole entry, looked up): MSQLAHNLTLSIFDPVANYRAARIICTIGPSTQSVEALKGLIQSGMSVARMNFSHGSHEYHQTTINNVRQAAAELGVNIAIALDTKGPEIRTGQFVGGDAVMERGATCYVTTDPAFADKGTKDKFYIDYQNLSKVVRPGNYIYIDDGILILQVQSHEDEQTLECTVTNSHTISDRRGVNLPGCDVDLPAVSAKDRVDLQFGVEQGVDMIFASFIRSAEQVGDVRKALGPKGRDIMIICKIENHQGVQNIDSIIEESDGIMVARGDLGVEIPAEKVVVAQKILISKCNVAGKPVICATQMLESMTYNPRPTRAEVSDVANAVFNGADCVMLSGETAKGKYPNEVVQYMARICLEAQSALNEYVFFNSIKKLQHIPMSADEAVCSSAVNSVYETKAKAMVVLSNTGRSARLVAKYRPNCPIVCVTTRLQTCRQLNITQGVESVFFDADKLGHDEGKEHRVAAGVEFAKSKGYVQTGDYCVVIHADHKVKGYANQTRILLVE
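Screened at intermediate enzyme activity to detect both inhibitors and activators: LmPK at 0.1 nM, with a 0.5 nM enzyme column as activation reference. PEP 0.5 mM, ADP 0.1 mM; ATP detected by luminescence after 1 h.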
AmpC no deterg: AmpC beta-lactamase inhibition without detergent; P00811; AmpC nitrocefin hydrolysis, absorbance 480 nm, 0.0001% Triton; Potency, µM (highest dose often 57.1 µM), for the others: at the highest dose activity change, negative = inhibition, most hits filed as inhibitors; actives 0.52% (n = 330,000); AID 485341;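 note: potency is the fitted concentration of half-maximal effect; plate controls were no compound for no effect and no enzyme for full effect; nearly all actives have a fitted effect of over 20% in size; some results filed as inactive show a strong effect at the top dose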
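AmpC (5.3 nM in the dispensed reagent) in 20 mM phosphate pH 7.0 with 0.01% (detergent screen) or 0.0001% Triton X-100 was preincubated with compounds for 15 min at room temperature. Nitrocefin was then added from an 800 uM solution, and hydrolysis was followed at 480 nm.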
Active calls of the source: *; ? = inconclusive; · = not tested or not shown; [ ] = remark or other dose. Unless noted, calls come from the whole dose curve; as a rule, active = well fitted curve in the direction sought with a large enough effect; inconclusive = small, poorly fitted or top-dose-only effect, or another doubt; inactive = no such curve, though single readings can be large; an effect the other way counts as inactive or inconclusive. Unless noted, % is set by controls: 0 for no effect and ±100 for the full control effect.

SMILES	AMA1-RON2 inh	HCMV antiviral	Tb PYK inh	HCV inhibitor	AmpC inh detg	LmPK inh	AmpC no deterg
Cc1cc(C)cc(NC(=O)Nc2ccccc2N2CCCCC2)c1	3%	-8	-1%	?	-1%	2%	?
Cc1ccc(NC(=O)c2oc3ccccc3c2NC(=O)c2cc3ccccc3o2)cc1	·	-22	1%	·	-2%	·	·
CCOC(=O)c1c(NC(=O)CSC(=S)N(C)C)sc(C)c1C	-2%	-7	1%	?	?	1%	-7%
O=c1c2cc(Br)ccc2nc(-c2cccc(C(F)(F)F)c2)n1O	59%[activator]	-33	0%	?	-12%	0%	-45%
CC1CCCN(S(=O)(=O)c2ccc3c(c2)c(=O)nc2ccc(Cl)cn23)C1 (stereo not drawn)	-2%	23	4%	11%	-8%	10%	-20%
Cn1c(=O)oc2cc(S(=O)(=O)NCc3ccco3)ccc21	4%	-7	1%	8%	-7%	5%	-17%
O=S(=O)(/N=C(/Nc1ccccc1)C(F)(F)F)c1ccccc1	11%	6	2%	18%	-6%	0%	-17%
CCN1CCCC1CNC(=O)CS(=O)(=O)Cc1nc(-c2ccccc2C)oc1C (stereo not drawn)	-7%	21	30%	?	?	7%	159%[activator]
COc1ccc(CCc2ccnc3ccccc23)cc1	-6%	?	-12%	-17%	·	·	·
CCCNC(=O)c1cc2n(n1)CCCN(Cc1ccc(F)cc1)C2=O	·	6	-4%	·	1%	·	·
Cc1cnc(C(=O)NC2CC(C)(C)Cc3c2cnn3-c2ccccc2)cn1 (stereo not drawn)	-6%	-17	2%	13%	1%	-2%	-16%
CCn1nc(C)c(CN2CCC(C(=O)Nc3cccc(-c4cccc(Cl)c4)c3)CC2)c1C	0%	-15	-6%	?	-11%	-11%	187%[activator]
NC(=O)C1(N2CCCCC2)CCN(C(=O)c2cc(COc3c(F)cccc3F)on2)CC1	5%	37	-8%	·	·	·	·
COc1ccccc1NC(=O)COc1ccc(Br)cc1CO	-3%	27	2%	-5%	-5%	2%	-15%
CCCCCCN1C[C@@H](n2cc(C3CC3)nn2)[C@H](O)C[C@@H]1c1ccccc1	0%	12	-8%	·	·	·	·
CC(OC(=O)CCSc1ccccc1)C(=O)Nc1ccc(S(N)(=O)=O)cc1 (stereo not drawn)	-10%	-21	-2%	-9%	?	·	-28%
CCOC(=O)c1c(C)[nH]c(C)c1S(=O)(=O)N(C)CC(=O)Nc1cc(C)ccc1OC	-5%	11	-1%	5%	-1%	8%	7%
CC(C)N(C(=O)CSc1nc2ccccc2n1Cc1ccccc1)C(C)C	4%	?	1%	?	-13%	0%	60%[activator]
Cc1ccc(S(=O)(=O)N2CCCCC2C(=O)Nc2ccc(N(C)C)cc2)cc1 (stereo not drawn)	-26%	3	-16%	?	·	·	-24%
COCCCn1c(=N)c(C(=O)NCc2cccnc2)cc2c(=O)n3cccc(C)c3nc21	·	-10	-1%	·	4%	·	·

Shown with values under each structure: 2 of the compounds above
Values run as follows: AMA1-RON2 inh	HCMV antiviral	Tb PYK inh	HCV inhibitor	AmpC inh detg	LmPK inh	AmpC no deterg
- O=c1c2cc(Br)ccc2nc(-c2cccc(C(F)(F)F)c2)n1O
    59%[activator]	-33	0%	?	-12%	0%	-45%
- CC1CCCN(S(=O)(=O)c2ccc3c(c2)c(=O)nc2ccc(Cl)cn23)C1 (stereo not drawn)
    -2%	23	4%	11%	-8%	10%	-20%

The list goes on.
SMILES	AMA1-RON2 inh	HCMV antiviral	Tb PYK inh	HCV inhibitor	AmpC inh detg	LmPK inh	AmpC no deterg
COc1cccc(C(=O)Nc2cc3c(cc2C(=O)c2ccc(C)cc2)OCCO3)c1	·	7	0%	·	-3%	·	·
CCCCOc1ccc(C(=O)NCC(=O)NCc2ccccn2)cc1	62%[activator]	-1	0%	?	0%	·	1%
CCOCCCn1c(=O)c(NC(=O)c2ccc(OCC)cc2)c2n(c1=S)CCCCC2	-6%	1	-18%	13%	5%	9%	2%
Cc1ccccc1-c1nc(CS(=O)(=O)CC(=O)NCCCN2C(C)CCCC2C)c(C)o1 (stereo not drawn)	-4%	6	5%	?	?	-3%	·
CCOC(=O)C1CCN(C(=O)Cn2nc(CC)n3c(cc4sccc43)c2=O)CC1	·	-26	3%	·	15%	·	·
CN(C)c1ccc(C2Nc3ccccc3C(=O)N2CCCN2CCOCC2)cc1 (stereo not drawn)	-6%	9	-21%	7%	9%	-5%	11%
O=C(/C=C/c1ccc(Cl)cc1)NC1CCS(=O)(=O)C1 (stereo not drawn)	-8%	?	5%	4%	2%	-7%	2%
CC1CC1C(=O)N(C)CC(=O)Nc1ccccc1Br (stereo not drawn)	7%	?	1%	4%	·	·	-5%
Cc1ccc(C(=O)CNc2ccc(Cl)cc2)cc1	0%	14	-7%	-21%	-8%	-6%	-12%
COc1ccc(NC(=O)c2cc(-c3cc(C)cc(F)c3)n[nH]2)cc1OC	-10%	-23	1%	·	·	·	·
Cc1ccccc1OCc1nc2ccccc2c(=O)n1NC(=O)c1ccco1	-4%	26	-2%	9%	?	0%	-19%
CCOC(=O)CC1C(=O)NCCN1C(=O)c1c(Cl)cccc1Cl (stereo not drawn)	0%	-6	2%	10%	-3%	4%	-10%
COc1ccccc1/C=C1\SC(=S)N(CCC(=O)NNC(=O)c2ccccc2OC)C1=O	34%[activator]	82	0%	?	-13%	2%	-16%
Nc1c(NCCN2CCOCC2)c2ccccc2oc1=O	9%	-36	-13%	3%	0%	3%	-29%
Cc1ccc(OCC(=O)NNC(=O)c2ccc(NC(=O)C3CC3)cc2)c(C)c1	97%[activator]	-10	-6%	-16%	8%	-7%	-5%
COc1ccc(S(=O)(=O)NCCc2sc(-c3cccnc3)nc2C)c(F)c1	·	-5	-3%	·	6%	·	·
CCCCn1c(Cc2ccccc2)nnc1SCC(=O)N1CCOCC1	0%	10	-2%	-4%	2%	2%	17%
O=C(Cn1c(C(F)(F)F)nc2ccccc21)OCC(=O)c1c[nH]c2ccccc12	0%	38	-5%	30%[activator]	0%	-1%	-20%
CC(Sc1nnc(-c2ccco2)n1C)C(=O)N1C(C)CCCC1C (stereo not drawn)	1%	-33	-16%	25%	6%	-9%	-3%
O=C(NCc1ccccc1)c1ccc(Cl)cc1	-8%	-33	4%	-7%	3%	-1%	-18%
CCOC(=O)c1ccc(NC(=S)Nc2cccc(C)n2)cc1	14%	-6	0%	-12%	-9%	-1%	-14%
COc1cc(-c2cc(OC)c3c(C)oc(C)c3c(=O)c2)ccc1OC(=O)c1ccccc1F	·	116	?	·	22%	·	·
O=C(CN1CCOCC1)Nc1ncc(Cc2cccc(Cl)c2Cl)s1	15%	-35	1%	?	-6%	1%	227%[activator]
c1ccc(-c2noc(CCC3CCCC3)n2)cc1	0%	-24	-18%	0%	-1%	5%	-15%
COc1cccc(N=C(N)N=C(N)N)c1	30%[activator]	4	1%	8%	-10%	0%	-16%
O=C(O)C1=C[C@@H](c2ccc(C(F)(F)F)cc2)C[C@@H](OCCCCO)O1	11%	19	0%	19%	·	·	·
COc1cccc(NC(=S)N(CCCN2CCCC(C)C2)Cc2cccs2)c1 (stereo not drawn)	-5%	11	-5%	-21%	-1%	4%	0%
O=C(NCc1cccnc1)c1cccc(S(=O)(=O)N2CCCCC2)c1	-1%	-81*	3%	-16%	-14%	-3%	-14%
O=C(NC1CCCC1)C(c1ccco1)N(C(=O)c1csnn1)c1ccccc1 (stereo not drawn)	-8%	14	-2%	7%	-11%	7%	-6%
CCNC(=O)N1c2ccc(OC)cc2C(C)=CC1(C)C	-20%	-19	-6%	4%	?	-3%	-23%
CSc1ccc(/C=N/NC(=O)CN2CCN(Cc3ccccc3)CC2)cc1	-3%	-6	0%	-11%	3%	2%	73%[activator]
COc1ccc(CNC(=O)CN(Cc2ccc(F)cc2)C(=O)c2csnn2)cc1	5%	6	0%	-22%	4%	-5%	-5%
Cc1ccc(Cn2ncc3c(NCCCN4CCOCC4)ncnc32)cc1	-2%	-25	-13%	0%	?	-1%	10%
O=CN1CCN(S(=O)(=O)c2ccc(S(=O)(=O)NC3CCCCC3)cc2)CC1	10%	0	-3%	14%	-9%	-2%	18%
COc1cccc(NC(=O)c2ccc(CN3CCc4ccccc4C3)cc2)c1	9%	?	-3%	1µM*	?	5%	-17%
Cc1nnc(NC(=O)CSCc2c(C)noc2C)s1	9%	-6	0%	16%	?	·	-14%

Entries listed so far that have a Cl atom (seven):
SMILES	AMA1-RON2 inh	HCMV antiviral	Tb PYK inh	HCV inhibitor	AmpC inh detg	LmPK inh	AmpC no deterg
CC1CCCN(S(=O)(=O)c2ccc3c(c2)c(=O)nc2ccc(Cl)cn23)C1 (stereo not drawn)	-2%	23	4%	11%	-8%	10%	-20%
CCn1nc(C)c(CN2CCC(C(=O)Nc3cccc(-c4cccc(Cl)c4)c3)CC2)c1C	0%	-15	-6%	?	-11%	-11%	187%[activator]
O=C(/C=C/c1ccc(Cl)cc1)NC1CCS(=O)(=O)C1 (stereo not drawn)	-8%	?	5%	4%	2%	-7%	2%
Cc1ccc(C(=O)CNc2ccc(Cl)cc2)cc1	0%	14	-7%	-21%	-8%	-6%	-12%
CCOC(=O)CC1C(=O)NCCN1C(=O)c1c(Cl)cccc1Cl (stereo not drawn)	0%	-6	2%	10%	-3%	4%	-10%
O=C(NCc1ccccc1)c1ccc(Cl)cc1	-8%	-33	4%	-7%	3%	-1%	-18%
O=C(CN1CCOCC1)Nc1ncc(Cc2cccc(Cl)c2Cl)s1	15%	-35	1%	?	-6%	1%	227%[activator]

Outcome played no part in choosing rows; 7.5% or so of the library scored in one or more.
